# Compound activity as filed in PubChem.
# Growth percent in the NCI-60 one-dose screen (48 h, 10 µM unless noted): 100 = growth as untreated, 0 = no growth, -100 = all killed.
# MDA-MB-435: MDA-MB-435 melanoma; hit rate 7.8% among 82,000; AID 1794794
# UACC-62: UACC-62 melanoma; hit rate 5.4% among 81,000; AID 1794756
# SK-MEL-28: SK-MEL-28 melanoma; hit rate 4.1% among 81,000
# A549/ATCC: A549/ATCC NSCLC; hit rate 3.7% among 81,000
# SK-MEL-5: SK-MEL-5 melanoma | hit rate 6.4% among 80,000
# UACC-257: UACC-257 melanoma. hit rate 4.4% among 78,000
# M14: M14 melanoma. AID 1794745. hit rate 6.2% among 80,000
# SK-MEL-2: SK-MEL-2 melanoma; hit rate 4.7% among 77,000
# Starred values were filed as active, the others as inactive; nt = not tested or not shown. Rule for the calls: active = growth percent below 10; inactive = the rest.
cpd	molecule	MDA-MB-435	UACC-62	SK-MEL-28	A549/ATCC
1	O=c1/c(=C/c2c[nH]c3ccccc23)sc2nc3ccccc3n12	100.7	91.6	97.1	97.5
2	CC(C)=CCCC(C)c1ccc(C)c2c1OCN(CCCCCO)C2 (stereo not given)	97.1	82.8	114.9	82.5
3	CCOC(=O)C(C=O)(C=O)c1ccccc1	97.5	103.3	nt	101.8
4	CCNc1ccc(Cc2ccc(NCC)c(C)c2)cc1C	83.9	68.1	97.7	83.1
5	NC(N)=Nc1nc2ccc(Cl)cc2[nH]1	114.6	103.3	107.7	106.6
6	CCOC(=O)/C(C#N)=C/c1cccc2ccc3ccccc3c12	93.5	91.9	97.2	71.2
7	O=C1CCc2c(sc3[nH]c(=S)n(-c4cc(C(F)(F)F)cc(C(F)(F)F)c4)c(=O)c23)C1	7.1*	-12.9*	-16.8*	5.9*
8	CCOC(=O)/C(C#N)=C\c1ccc(Cl)c(Cl)c1	102.1	97.8	108.8	99.1
9	CC(=O)N1N=C(c2ccc(Nc3nc(Nc4ccc(F)cc4)nc(Nc4ccc(F)cc4)n3)cc2)CC1c1cccc([N+](=O)[O-])c1 (stereo not given)	110.8	92.6	74.4	91.1
10	C#C[C@]1(O)CC[C@H]2[C@@H]3CC=C4c5sc(-c6cccc(Br)c6)nc5CC[C@]4(C)[C@H]3CC[C@@]21C	91.7	89.9	54.7	81.2
11	Cn1c[n+](C)ccc1=O	93.3	90.9	100.2	98.6
12	NS(=O)(=O)c1ccc(NC(=S)NC(=O)c2ccccc2)cc1	107.1	87.0	102.6	104.0

cpd	SK-MEL-5	UACC-257	M14	SK-MEL-2
1	99.3	103.4	98.2	104.9
2	91.7	78.4	84.2	92.7
3	110.0	95.9	103.8	nt
4	83.7	86.3	101.4	91.6
5	101.7	112.8	95.9	113.6
6	101.8	93.0	98.6	89.4
7	-88.9*	-25.4*	23.6	-31.3*
8	100.0	99.7	114.7	120.9
9	78.8	114.7	94.1	62.5
10	99.9	80.7	69.3	98.2
11	102.6	101.0	98.0	112.0
12	98.2	114.5	96.5	89.3

cpd	molecule	MDA-MB-435	UACC-62	SK-MEL-28	A549/ATCC
13	CC[C@H](C)C(NC(=O)[C@@H](NC(=O)[C@@H]1CCCN1C(=O)CNC(=O)[C@H](C)NC(=O)OCc1ccccc1)C(C)C)C(=O)OC (stereo not given in full)	102.9	98.5	109.7	92.7
14	O=S(=O)(NCCNc1nccc(-n2ccc3cccnc32)n1)c1ccc(F)cc1	102.7	93.5	102.3	104.0
15	N#CCCNC(N)=O	98.6	103.9	109.7	120.3
16	COc1ccc(-c2nc(SCc3nc4ccccc4[nH]3)nc(Nc3ccccc3)c2C#N)cc1	100.1	88.3	102.1	91.5
17	CCCCN(CCCC)C(=N)c1c2ccccc2nc2ccccc12	100.9	nt	98.8	62.7
18	Cc1occc1-c1nnc(SCC(=O)Nc2ncc(Cc3ccccc3)s2)n1N1C(=O)CSC1=S	96.1	78.2	105.1	91.2
19	CNC(=O)c1cc(Oc2ccc3c(c2)sc2nc(-c4ccc(NC(=O)Nc5ccc(Cl)c(C(F)(F)F)c5)cc4)cn23)ccn1	91.1	88.0	88.4	79.8
20	C=CCOC(=O)C1=C(C)NC(=O)NC1c1c(Cl)n(C)c2ccccc12 (stereo not given)	103.2	90.3	99.6	102.9
21	O=C1CCCc2nc3ccccc3c(/C=C/c3ccc(F)cc3)c21	99.5	88.0	108.8	81.9
22	Cc1[nH]nc2c1C(c1cc(=O)oc3c1ccc1ccccc13)CC(=O)O2 (stereo not given)	101.1	99.9	106.9	92.0
23	CC(=O)O[C@H]1C[C@@H]2C(C)(C)C(=O)CC[C@@]2(C)c2ccc(C(C)C)cc21	100.2	101.2	121.0	106.7
24	COc1ccc(/C=C/C(=O)c2cc(C(=O)/C=C/c3ccc(OC)cc3)n3cccc(C)c23)cc1	104.4	77.0	109.2	100.5

cpd	SK-MEL-5	UACC-257	M14	SK-MEL-2
13	100.1	96.2	98.8	106.6
14	99.7	110.9	102.5	106.9
15	110.0	113.0	97.4	95.1
16	94.8	88.7	98.5	90.4
17	102.4	77.0	81.2	93.9
18	98.8	105.3	105.1	108.5
19	86.6	nt	85.5	75.4
20	101.7	99.4	95.3	112.4
21	95.8	102.5	120.7	102.7
22	102.1	101.8	103.2	105.6
23	102.5	107.0	103.8	109.4
24	88.0	97.7	93.5	105.0

cpd	molecule	MDA-MB-435	UACC-62	SK-MEL-28	A549/ATCC
25	O=C(O)c1ccc(-c2nn(-c3ccc(C(F)(F)F)cc3)cc2C(c2oc(CO)cc(=O)c2O)c2oc(CO)cc(=O)c2O)cc1	68.6	53.8	72.5	103.5
26	Nc1ncc(-c2ccc3ncnc(NCc4ccccc4)c3c2)cn1	65.1	44.8	57.6	41.3
27	COc1cc(C(=O)c2cc(C(C)=O)c3c4ccccc4ccn23)cc(OC)c1OC	5.4*	38.0	80.9	61.1
28	Nc1cc2c(cc1Cl)-c1ccc(Cl)cc1C2=O	103.3	95.7	108.8	85.7
29	COc1ccc2[nH]cc(-c3nnc(N)nc3-c3cn(C)c4ncc(Br)cc34)c2c1	81.9	68.5	54.0	84.3
30	Cc1ccc(N2CCC(=O)NC2=S)c(C)c1	103.2	95.3	100.7	103.2
31	Cc1ccc(CSc2nc(Cl)c(C#N)c(-c3ccc(Cl)cc3)n2)cc1	100.1	93.0	103.8	107.8
32	O=C(/C=C\c1ccccc1Cl)c1ccccc1	90.5	89.7	110.0	nt
33	CC(=O)N(O)C(C)C#Cc1cccc(NS(=O)(=O)c2ccc(F)cc2)c1 (stereo not given)	37.2	61.9	101.1	96.3
34	COc1cc(/C=C/C(=O)N2CCN(C(=O)c3cc(OC)c(OC)c(OC)c3)CC2)ccc1OCCCOc1cc2c(cc1OC)C(=O)N1CCC[C@H]1C=N2	-66.4*	-90.1*	-47.3*	12.7
35	CC(CC(O)CCCN(C)C)CC(C)(C)C (stereo not given)	117.0	103.7	104.1	104.3
36	O=c1ccnc(SCc2ccc(Cl)cc2Cl)[nH]1	102.3	113.1	112.6	108.8

cpd	SK-MEL-5	UACC-257	M14	SK-MEL-2
25	90.7	100.3	84.5	18.5
26	48.6	85.1	65.6	71.0
27	22.9	75.8	58.6	51.5
28	108.3	102.9	103.8	95.7
29	85.7	105.6	105.3	61.1
30	100.5	103.2	94.2	112.6
31	100.2	100.6	107.3	nt
32	92.2	119.3	101.0	127.8
33	78.0	81.7	90.9	91.6
34	2.7*	-11.7*	-80.2*	-42.4*
35	109.1	93.5	101.8	110.1
36	106.6	106.7	102.8	104.7

# Another view of some results above:
26: Nc1ncc(-c2ccc3ncnc(NCc4ccccc4)c3c2)cn1
27: COc1cc(C(=O)c2cc(C(C)=O)c3c4ccccc4ccn23)cc(OC)c1OC
28: Nc1cc2c(cc1Cl)-c1ccc(Cl)cc1C2=O

Screen / compound no.	26	27	28
MDA-MB-435	65.1	5.4*	103.3
UACC-62	44.8	38.0	95.7
SK-MEL-28	57.6	80.9	108.8
A549/ATCC	41.3	61.1	85.7
SK-MEL-5	48.6	22.9	108.3
UACC-257	85.1	75.8	102.9
M14	65.6	58.6	103.8
SK-MEL-2	71.0	51.5	95.7

# The listing continues:
cpd	molecule	MDA-MB-435	UACC-62	SK-MEL-28	A549/ATCC
37	CC/C=C(\C)C(CCC)(CN=O)C(=O)OCC (stereo not given)	116.6	109.7	116.3	85.8
38	CC(=O)NNC(=O)c1ccncc1	127.7	92.9	125.6	109.2
39	CC(C)c1[nH]ncc1-c1nc2ccc3[nH]ncc3c2c2c1CCCC2	53.8	34.1	nt	13.9
40	O=C(COc1ccc(Cl)cc1)OCc1ccc(Cl)cc1	102.8	97.6	111.4	104.4
41	O=C(O)c1cn(C2CC2)c2cc(N3CCN(Cc4nc5c(cnn5-c5ccc(Br)cc5)c(=O)[nH]4)CC3)c(F)cc2c1=O	102.6	75.7	88.8	99.4
42	CC(C)CSc1nc(NCCc2c[nH]c3ccccc23)c(C#N)c(-c2ccc(Cl)cc2)n1	72.5	74.1	72.1	63.0
43	Cc1nn(-c2ccccc2)c(Cl)c1/C=C1\SC(N2CCNCC2)=NC1=O	93.8	96.8	99.7	103.1
44	CCOC(=O)C1=C(C)NC(=O)NC1c1ccc(OCc2cn(-c3ccc(C(=O)O)cc3)nn2)c(OC)c1 (stereo not given)	115.6	93.0	108.4	97.7
45	Cc1noc(C)c1CSc1ccccc1C(=O)N1CCN(Cc2cccs2)CC1	103.4	93.0	105.6	84.9
46	CCOc1ccc([C@H]2C(C(=O)c3ccc(Cl)cc3)C3(N[C@@H]2c2ccccc2)C(=O)Nc2ccc(Br)cc23)cc1 (stereo not given in full)	28.5	51.4	75.2	26.0
47	COc1ccc(Nc2ncc(Br)c(NCCCNC(=O)C3CCC3)n2)cc1	53.8	56.6	54.7	19.8
48	Cc1ccc(-c2csc(NC(=O)CSc3nc(C)cc(=O)[nH]3)n2)cc1	97.5	87.3	112.8	100.1

cpd	SK-MEL-5	UACC-257	M14	SK-MEL-2
37	111.4	85.8	99.3	105.9
38	102.2	103.2	100.2	101.8
39	45.2	44.0	37.1	68.6
40	108.0	105.1	105.2	106.1
41	92.5	99.1	87.5	107.2
42	30.0	85.8	67.6	90.1
43	98.2	121.0	95.7	116.9
44	104.5	94.4	97.6	94.8
45	101.0	nt	102.6	102.3
46	47.8	68.5	37.6	56.6
47	44.2	74.3	55.2	42.1
48	93.4	103.4	104.9	100.6

cpd	molecule	MDA-MB-435	UACC-62	SK-MEL-28	A549/ATCC
49	O=C(Nc1ccc(Cl)cn1)C1(c2ccccc2)CCCCC1	124.7	94.4	105.3	110.1
50	Cc1cccc(N2CCN(CC(O)COc3ccccc3Cl)CC2)c1 (stereo not given)	89.2	96.8	108.4	93.4
51	CCOC(=O)c1ccc(O)c(OC)c1	105.7	105.9	118.0	104.6
52	COc1ccc(S(=O)(=O)NCCCNc2nccc(-c3c(-c4cccc(OC)c4)nc4occn34)n2)cc1	80.8	72.8	100.7	99.2
53	Cc1cc(N2CCOCC2)nc(N2CCN(CC(=O)Nc3ccc4c(ccn4Cc4ccccc4)c3)CC2)n1	97.2	74.4	86.5	77.8
54	CS(=O)(=O)c1ccc(-c2[nH]c3ccc(F)cc3c2/C=N/NC(N)=S)cc1	-16.3*	14.7	39.5	18.4
55	COc1ccc(-c2cc(-c3nnc(SCC(=O)Nc4ccc(/C(C)=N\O)cc4)o3)c3cc(OC)ccc3n2)cc1	91.7	81.1	119.5	68.7
56	O=S(=O)(OCCCCO)c1ccccc1	103.7	96.0	121.6	95.4
57	CN(C)C(=S)N=Nc1c(O)[nH]c2ccccc12	40.3	-16.9*	37.5	-10.6*
58	CCCN1C(=O)/C(=C(\C#N)C(=O)Nc2ccc(S(N)(=O)=O)cc2)c2cc(Cl)ccc21	84.0	77.7	87.1	81.2
59	O=C1C(c2cccc3ccccc23)=C(c2c[nH]c3ccccc23)C(=O)N1O	101.9	67.0	108.5	91.9
60	COc1cc2cc(NCc3ccccc3Cl)nc(C)c2cc1OC	30.4	26.2	38.8	48.9

cpd	SK-MEL-5	UACC-257	M14	SK-MEL-2
49	91.6	109.1	nt	115.8
50	107.4	93.4	99.1	109.0
51	nt	99.3	106.0	107.0
52	81.5	102.2	82.3	96.7
53	85.1	98.9	78.2	90.0
54	17.3	63.3	11.6	27.4
55	97.0	89.4	92.9	92.3
56	95.2	100.8	101.1	126.4
57	4.8*	nt	-6.4*	-12.6*
58	74.3	83.1	75.1	91.6
59	97.8	89.4	93.6	67.4
60	41.9	80.2	40.3	62.1

cpd	molecule	MDA-MB-435	UACC-62	SK-MEL-28	A549/ATCC
61	COc1ccc2nc(N)c3c4ccccc4cn3c2c1	98.5	101.4	118.4	98.1
62	NS(=O)(=O)c1ccc(C(=O)NNC(=O)Nc2nc3ccccc3s2)cc1	108.2	89.9	108.0	99.1
63	COc1cc(-c2csc(Nc3cc(NCCCO)nc(C)n3)n2)cc(OC)c1OC	92.4	80.7	101.3	80.9
64	O=C1CCSC2=NCCN12	103.1	102.6	112.6	103.3
65	C=C(C)[C@@H]1CC[C@]2(C(=O)N3CCN(C)CC3)CC[C@]3(C)[C@H](CC[C@@H]4[C@@]5(C)CC[C@H](OC(=O)c6cccnc6)C(C)(C)[C@@H]5CC[C@]43C)[C@@H]12	102.8	111.0	103.8	101.5
66	O=C1[C@H]2Cc3c([nH]c4ccccc34)[C@@H](c3ccc(Br)cc3)N2C(=O)CN1C1CCN(CC2CCCCC2)CC1	-88.0*	42.3	-95.5*	-77.3*
67	Cn1c(=O)c2c(nc(C(O)c3ccccc3)n2C)n(C)c1=O (stereo not given)	105.2	96.4	110.6	113.1
68	Cn1c(N)cc(=O)n(C)c1=O	104.6	91.1	101.2	99.9
69	Cc1ccc(/C=C2\SC(=O)N(CC(=O)Nc3ccc(C(=O)/C=C/c4cc5ccccc5nc4Cl)cc3)C2=O)cc1	94.0	77.1	103.7	100.6
70	NC(=O)c1ccccc1Cl	104.3	103.0	106.5	99.5
71	Cc1ccc2[nH]c3nc4cccnc4c(C)c3c2c1	108.5	100.1	119.5	74.5
72	O=C(CSc1nc2ccccc2[nH]1)Nc1ccccc1	100.5	85.7	103.2	105.0
73	COc1ccccc1-c1c(-c2ccc(Cl)cc2)c2cc3c(cc2[nH]c1=O)OCCO3	65.2	71.0	90.4	63.6

cpd	SK-MEL-5	UACC-257	M14	SK-MEL-2
61	92.2	106.6	103.0	107.7
62	94.6	101.0	95.2	89.9
63	81.0	98.1	85.4	73.3
64	105.7	109.2	111.6	103.3
65	99.4	107.5	113.5	104.5
66	-99.8*	-60.2*	-77.2*	16.7
67	110.2	109.0	101.2	103.0
68	98.4	101.6	101.8	115.9
69	48.8	96.6	91.0	103.8
70	90.1	108.8	103.5	106.3
71	95.2	111.7	103.1	118.8
72	98.1	113.4	97.5	109.6
73	63.8	73.0	72.5	80.5
